# Screening results from PubChem.
# MC4R antag cAMP: MC4R antagonists of cAMP signaling, primary screen, cell-based, TR-FRET, antagonist arm of biased-ligand search; MC4R-expressing cells, MTII-stimulated cAMP, LANCE TR-FRET; inhibition, % at 6.5 µM; 360,000 tested, 0.48% active; AID 540295, 2011;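 active = inhibition above its plate's cutoff, the mean of tested wells on that plate plus 3 SD, cut at about 29% in these data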;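 note: 0% = Melanotan II alone and 100% = Melanotan II plus saturating MCL0020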
# Target sequence (P32245 whole entry, looked up): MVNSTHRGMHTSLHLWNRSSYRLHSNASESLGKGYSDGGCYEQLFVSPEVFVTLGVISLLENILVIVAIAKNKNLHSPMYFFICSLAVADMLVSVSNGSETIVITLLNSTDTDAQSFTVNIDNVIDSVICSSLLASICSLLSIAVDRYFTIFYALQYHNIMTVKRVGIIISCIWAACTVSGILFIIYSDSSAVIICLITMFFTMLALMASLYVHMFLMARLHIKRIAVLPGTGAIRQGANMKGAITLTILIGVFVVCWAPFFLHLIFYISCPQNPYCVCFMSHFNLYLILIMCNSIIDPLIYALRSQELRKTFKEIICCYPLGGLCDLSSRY
#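 Material: U2OS-MC4R stable cell line | Reagent: Melanotan II challenge after compound preincubation | Doses: One concentration, 6.5 µM nominal | Incubation: 30-min compound preincubation, 1-h Melanotan II challenge, 1-h detection, room temperature | Signal: TR-FRET cAMP assay | Replicates: One well per compound, no replicates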
# CaV13 ICDI inh: Disruptors of the CACNA1D IQ motif to Ca2+-dependent inactivation inhibitor domain association, primary screening, Förster resonance energy transfer in intact living …; HEK cells, CFP/YFP FRET ICDI-IQ, plate reader, 10 min; percent FRET-ratio fall versus neutral wells; inhibition, % at 12.3 µM; 340,000 tested, 0.098% active; AID 743397;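 active = mean replicate inhibition of at least 30% and at least 1% of replicates passing that level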;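 note: 0% = median of the neutral control wells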
# Glyco luc inh: increase of ERlucT glycosylation luciferase signal, primary screen, N-linked glycosylation inhibitor project, D54 ERlucT cells, luminescence, set 2; D54 ERlucT glycosylation luciferase reporter, 24 h; percent of 100 nM tunicamycin response; reporter increase, % at 12.5 µM; 360,000 tested, 0.23% active; AID 588692, 2011;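 active = mean luciferase reporter signal, scaled so untreated is 0 and the glycosylation-blocking control 100, at or above a set limit in every replicate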;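 note: luciferase carries N-glycosylation sites so blocking glycosylation raises the light; 0% = median of neutral control wells and 100% = median of 100 nM tunicamycin wells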
# Vif inh: HIV Vif self-association inhibitors, primary screen, imaging, HEK293T, single point | inhibition, % at 7.49 µM | AID 602346, 2012 | 340,000 tested, 0.35% active | HEK293T cells, Vif self-association by quenched fluorescence, 24 h; in the data active = inhibition above about 50%, passing the limit was not always enough; note: some results filed as inactive read as strong as hits
# Cardio protect: cardioprotection against H2O2-induced cell death, primary screen, uHTS, H9c2 cells, ATPLite luminescence; AID 588492, 2011; 360,000 tested, 0.63% active; protection from H2O2 cell death, % at 20 µM; H9c2 cardiomyocytes, H2O2 injury protection, 2 h;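 active = compounds giving at least 50% protection of heart cells from peroxide-induced death in the single-dose screen, raw or plate-pattern-corrected value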;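 note: 0% = DMSO wells with peroxide and 100% = DMSO wells without peroxide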
# ABCB6 inh MLPCN: ABCB6 transporter inhibitors, primary screen, K562-ABCB6 cells, flow cytometry, MLPCN library; ATP-binding cassette sub-family B member 6 (Homo sapiens), Q9NP58; K562-ABCB6 porphyrin accumulation, 1 h; stronger effect = lower value; fluorescence ratio to DMSO, % at 10 µM; 360,000 tested, 0.19% active; AID 602162, 2011;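 active = fluorescence ratio to DMSO below 75%, the collection mean minus 3 SD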;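 note: signal is porphyrin accumulated inside mitochondria; 100% equals median channel fluorescence of DMSO control wells; lower ratio means ABCB6 inhibition with less porphyrin fluorescence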
# m5-HT2A agonist: mouse Htr2a agonists via beta-arrestin recruitment, primary screen, cell-based, luminescence; 5-hydroxytryptamine receptor 2A (Mus musculus), P35363; CHO-K1 mHTR2A beta-arrestin complementation; percent of 30 µM serotonin response; activation, % at 7.6 µM; 360,000 tested, 0.66% active; AID 624169, 2012;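 active = activation above a run cutoff, the mean activation of all tested compounds plus 3 SD, cut at about 14% in these data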;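 note: 0% = plate median of compound wells and 100% = 30 µM serotonin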
# PDI inh: inhibitors of human PDI, primary screen, biochemical, turbidity, single point, plate reader; PDI insulin aggregation turbidity, A650, 90 min; 350,000 tested, 0.052% active; Protein disulfide-isomerase (Homo sapiens), P07237; inhibition, % at 10 µM;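 active = mean inhibition across replicates of 30% or more, whatever share of single replicates reach that level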;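 note: absorbance from insulin aggregation driven by PDI reduction with DTT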
# Target sequence (P07237 whole entry, looked up): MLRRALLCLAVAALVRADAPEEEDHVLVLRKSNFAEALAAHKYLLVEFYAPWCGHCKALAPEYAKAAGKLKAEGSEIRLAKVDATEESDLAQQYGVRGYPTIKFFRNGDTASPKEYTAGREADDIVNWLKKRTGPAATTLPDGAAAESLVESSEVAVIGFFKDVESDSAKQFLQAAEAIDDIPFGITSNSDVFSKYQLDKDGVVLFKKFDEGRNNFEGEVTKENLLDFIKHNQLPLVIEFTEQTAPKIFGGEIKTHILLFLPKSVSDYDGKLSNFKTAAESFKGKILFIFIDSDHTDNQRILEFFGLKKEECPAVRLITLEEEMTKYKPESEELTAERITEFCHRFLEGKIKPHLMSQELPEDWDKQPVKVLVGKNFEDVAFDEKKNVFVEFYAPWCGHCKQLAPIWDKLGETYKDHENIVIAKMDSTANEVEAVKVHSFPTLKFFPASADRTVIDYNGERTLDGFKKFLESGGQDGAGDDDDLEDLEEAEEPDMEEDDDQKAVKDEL
# aDG glyco up: activators of alpha-DG glycosylation, primary screen, uHTS, Pro5-aDG cells, AlphaScreen; activation, % at 10 µM; alpha-DG glycosylation AlphaScreen (IIH6); 0% Pro5, 100% B10-LARGE cell signal; AID 624168, 2012; 360,000 tested, 0.22% active;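 active = activation of at least 8% versus controls, or a plate z-score of at least 8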;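 note: Pro5 are CHO cells carrying HIG-tagged alpha-DG that lacks glycosylation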
# MC4R barr agon: MC4R agonists recruiting beta-arrestin, primary screen, cell-based, luminescence, agonist arm of biased-ligand search; Melanocortin receptor 4 (Homo sapiens), P32245; U2OS MC4R beta-arrestin complementation; percent of melanotan II response, DMSO zero; activation, % at 8.9 µM; 360,000 tested, 0.98% active; AID 540308, 2011;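 active = activation above a per-plate cutoff, the mean activation of sample wells on that plate plus 3 SD, cut at about 8% in these data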
# * marks the source's active call; other numbers are inactive results; · = not tested or not shown. Rows were taken by chance; 3.6% or so of the library scored in one or more.
SMILES,MC4R antag cAMP,CaV13 ICDI inh,Glyco luc inh,Vif inh,Cardio protect,ABCB6 inh MLPCN,m5-HT2A agonist,PDI inh,aDG glyco up,MC4R barr agon
CCN(CC)c1ncnc2c1ncn2[C@H]1CN(Cc2ccccc2)C[C@@H](COC(C)=O)O1,6,-10,0,·,4,100,0,9,-0.2,3.2
O=C(CN(C(=O)Cn1nnc(-c2cccs2)n1)c1ccc2c(c1)OCCO2)NCc1ccccc1,4,-5,-3,-9,5,92,-6,-1,0.1,-0.6
O=S(=O)(c1ccc(C2CCCCC2)cc1)N1CCOCC1,1,-4,1,-3,-2,87,-1,-15,0.1,-0.7
O=c1oc2ccccc2cc1-c1nc2c(s1)CCCC2,-4,19,-21,-6,-8,103,-1,5,0.2,0.6
O=C1Cc2cc(S(=O)(=O)N3CCN(c4ccccc4)CC3)ccc2N1,0,-6,-1,-3,-11,95,1,·,-0.2,1.5
O=C(Nc1ccccc1Oc1cccnc1)C1CCCN(Cc2cccc(Cl)c2)C1 (configuration not stated),-4,-7,0,10,1,107,-7,3,-0.4,-3.5
CN(C(=O)c1ccc(NC(=O)C2CCN(C(=O)OC(C)(C)C)CC2)cc1)C1CCC1,6,-4,2,-4,-4,92,-5,0,0.4,-0.9
CC(C)(C)NC(=O)C(c1ccncc1)N(C(=O)Cn1nnc(-c2ccc(F)cc2)n1)c1cccc(F)c1 (configuration not stated),6,-4,-4,-10,-2,97,-1,9,0.4,-1.6
CCOc1ccc(-c2nn3c(-c4ccccc4)nnc3s2)cc1,-3,-9,0,12,5,97,6,-4,-0.4,5.1
O=C(CN1CCOCC1)NNC(=S)Nc1ccc(Cl)cc1,6,-16,2,2,3,100,-2,-13,-0.3,-2.3
CN(C(=O)CC1C(=O)NCCN1Cc1ccc(F)cc1Cl)C1CCCCC1 (configuration not stated),14,-3,4,7,2,97,-7,3,-0.1,-0.9
Cc1ccc(SCCC(=O)Nc2ccc(Br)c(C)c2)cc1,1,-17,4,-1,-6,100,-1,-6,-0.3,3.2
CC(=O)c1ccc(OCCOc2ccc(Cl)c3cccnc23)cc1,13,4,1,14,-3,89,5,-2,-0.1,0.8
CC(C)(C)OC(=O)N[C@H](/C=C/c1ccccc1)C(=O)OC(C)(C)C,7,-3,-2,7,-1,97,2,-2,-0.1,3.1
O=C(CSc1nc2ccccc2s1)N/N=C/c1ccco1,4,-4,-1,-2,9,103,0,-1,-0.2,0.0
O=C1N=c2ccc(Br)cc2=C1c1sc(=S)n(NS(=O)(=O)c2ccccc2)c1O,9,-5,5,0,5,96,2,-10,-0.4,-1.7
Cc1nc(SCC(=O)NC2CCCC2)c2c(C)c(C)sc2n1,5,-7,-1,5,2,96,-2,-2,0.0,0.8
O=C(CCC1CCCCC1)NCc1ccccn1,-3,-2,0,12,-2,94,5,-4,-0.3,-1.4
CC(C)Oc1ccc(S(=O)(=O)N2CCCCC2)cc1NC(=O)C1CCCC1,-6,-4,-2,5,-9,101,-1,-1,0.2,0.2
CN(C(=O)COC(=O)C1CCN(S(=O)(=O)c2ccc3c(c2)OCCO3)CC1)C1CCS(=O)(=O)C1 (configuration not stated),9,-6,4,1,-2,100,4,15,0.4,-2.8
COc1cccc(-c2cc(CC3(O)CCN(CCCc4ccccc4)CC3)on2)c1,-2,·,-1,2,3,95,-12,-1,0.4,0.6
COc1ccc(C(c2nnnn2C(C)(C)C)N2CCN(C/C=C/c3ccccc3)CC2)cc1 (configuration not stated),·,-6,1,-4,7,98,-8,·,-0.3,·
O=C1CC(Nc2ccc(N3CCOCC3)cc2)C(=O)N1c1cccc(C(F)(F)F)c1 (configuration not stated),2,·,3,·,25,97,2,5,0.2,-1.9
COC(=O)CSc1ccc2nnc(-c3ccc(F)cc3)n2n1,-3,-7,1,4,7,87,-3,-2,-0.1,1.0
CCN1C(=O)c2cccc3c(NC(=O)c4ccc(OC)c(OC)c4)ccc1c23,-22,-9,16,19,24,101,-5,16,0.0,-0.9
CCOc1ccccc1NC(=O)CSc1nnc(NC(=O)c2ccco2)s1,-1,-3,1,-5,-1,99,13,16,-0.5,0.6
Cc1ccc(C(NC(=O)N2CCN(C)CC2)C(Cl)Cl)cc1F (configuration not stated),-1,-2,1,12,0,97,-5,-7,0.1,-2.1
O=c1cc(-c2ccccc2)c2c(O)cc(O)cc2o1,-5,-19,4,-4,4,109,-1,0,0.0,-0.6
Cn1c(N2CCN(c3ccccn3)CC2)nc2c1c(=O)n(Cc1ccc(Cl)cc1)c(=O)n2C,5,-2,-1,-16,-17,104,-2,3,0.1,-2.2
CCOc1cc(CNCC(C)C)c(Cl)cc1OCC(=O)Nc1ccccc1,9,-4,-7,-4,-2,96,-8,6,0.7,-1.4
CCc1c(C)nc(SCC(=O)N2CCCCC2)[nH]c1=O,16,-4,2,4,3,97,9,-12,0.1,-1.1
COc1ccc(/C=C(\C#N)C(=O)OCC(=O)NCc2ccccc2)cc1,8,-2,0,-2,3,95,-1,9,-0.1,-1.0
Cc1ccnc(N2CCN(c3cc(C)c(C#N)c4nc5ccccc5n34)CC2)c1,8,·,-2,11,33,100,-1,0,-0.1,-1.3
Cc1ccc(-n2c(SCC(=O)OC(C)C)nnc2-c2ccncc2)cc1,1,·,-1,-3,0,94,8,27,-0.3,2.0
CC(C)CCn1c(SC(C)C(=O)NC2CC2)nc2ccccc2c1=O (configuration not stated),9,-6,2,10,4,102,-2,-1,0.1,-2.0
C/C(=N\NC(=O)C(C)n1nc(C)c([N+](=O)[O-])c1C)c1ccccc1O (configuration not stated),-8,-5,-2,2,50,124,0,2,1.2,-2.2
Cc1ccc2c(c1)C1CN(C)CCC1N2C(=O)COc1ccc(N(C)S(=O)(=O)c2cccs2)cc1 (configuration not stated),18,-3,2,10,2,93,-8,-2,-0.5,-1.2
O=C(COC(=O)c1ccc(S(=O)(=O)N2CCCCC2)cc1)NCc1ccco1,-4,-4,0,3,7,92,4,-3,-0.3,-0.2
N#CCCN1CCCN(CCC#N)CCN(CCC#N)CCCN(CCC#N)CC1,2,-16,0,5,2,97,10,-3,-0.1,-1.6
CC(C)(C)C1CCC(=NNS(=O)(=O)c2ccc(Br)cc2)CC1 (configuration not stated),7,-4,2,18,14,103,-4,8,-0.3,0.0
COc1cc(C2Nn3c(nnc3-c3ccccc3OC)S2)ccc1O (configuration not stated),13,·,1,20,-8,90,5,-3,-0.1,-0.9
O=C(Nc1cc(Cl)cc(Cl)c1)C1CC(=O)N(C2CCCC2)C1 (configuration not stated),1,-2,1,-10,-11,96,-9,-7,0.2,0.6
COc1ccc(/C(N)=N/OC(=O)CSc2ccccc2)cc1OC,14,-4,1,·,7,97,-3,1,-0.1,0.1
Cc1ccc(NS(=O)(=O)c2cc([N+](=O)[O-])ccc2NNC(=S)Nc2cccc(Cl)c2)c(C)c1,-2,·,-5,-15,-17,166,0,19,-0.7,-6.6
C#CCOCCOCCOCCNc1nc(N2CCN(C(=O)[C@H](CCCCN)n3cc([C@@H](N)C(C)CC)nn3)CC2)nc(N2CCN(C(=O)[C@H](CCCCN)n3cc([C@@H](N)CC(C)C)nn3)CC2)n1 (some centres not stated),5,7,1,6,-4,95,0,3,-0.2,-0.7
CN(C)C(=O)CSc1nnc2sc3ccccc3n12,3,-1,0,-4,0,97,2,0,0.1,-1.6
CC1(C)C2CCC(C2)C1(C)NC(=O)CN1CCN(Cc2ccccc2)CC1 (configuration not stated),7,0,-4,6,-3,103,-2,1,0.4,-1.0
Cc1cccc(NC(=O)N[C@@H](C)C(=O)O)c1,12,·,1,11,-5,106,2,2,-0.3,-2.2
O=C(O)c1cc(N2C(=O)CCC2=O)ccc1Cl,9,-2,0,-4,2,98,5,0,-0.1,-0.2
CCC(C)NC(=O)c1cnn2c1NC(c1ccc3c(c1)OCO3)CC2C(F)(F)F (configuration not stated),1,-6,1,-1,0,96,-3,1,-0.1,-0.3
O=S(=O)(Nc1ccc(-c2ccc3nncn3n2)cc1)c1cc(F)ccc1F,13,-6,0,23,-1,89,-1,0,0.1,-2.1
COc1cc(/C=C/C(=O)OC2CC3CCC2(C)C3(C)C)ccc1O (configuration not stated),14,·,2,11,-6,99,-4,·,-0.1,-0.9
Cc1ccc(O)c(C(=O)/C=C/c2ccc3c(c2)OCCCO3)c1,-3,·,4,-1,-4,95,-3,13,-0.2,23*
O=C(OC1CCOC1=O)c1ccc(Cl)c(S(=O)(=O)N2CCOCC2)c1 (configuration not stated),11,-14,2,-4,8,101,-7,8,0.0,-2.1
O=C(NC1CCCCCC1)C(=O)NC1CC1,4,-1,1,-4,1,98,0,10,0.0,0.5
Cc1nnc(SCc2nnc(-c3ccccc3Br)o2)s1,4,1,2,0,-1,100,-2,4,0.0,-2.2
CCCn1c(C2CCCN2c2nc(C)cs2)nc2cc(Cl)c(Cl)cc21 (configuration not stated),-6,-10,2,0,4,102,-4,5,0.7,-1.2
CCOC(=O)c1c(-c2ccccc2)nnn1-c1nc(OC)nc(N2CCOCC2)n1,12,·,0,-4,7,104,2,-9,-0.1,-1.0
CCOc1ccc(OCc2ccc(C(=O)NCC3CCCO3)o2)cc1 (configuration not stated),5,·,1,29,-3,94,-2,-6,0.0,-0.1
O=c1[nH]cccc1-c1nc2ccccc2n1Cc1ccc(F)cc1,6,-4,-1,-3,-7,101,0,2,0.0,0.1
O=C1c2ccccc2-c2cccc(NS(=O)(=O)c3ccc(C(F)(F)F)cc3)c21,-1,-6,1,30,-11,102,0,3,-0.2,0.3
CCOC(=O)C1(Cc2ccccc2)CCCN(C(=O)C=C(C)C)C1 (configuration not stated),16,-6,3,3,5,102,-1,-1,0.2,0.5
O=C(Nc1ccc(S(=O)(=O)N2CCOCC2)cc1)c1ccc(F)cc1,-7,-20,-1,-3,1,101,-7,-5,0.0,-1.8
